High-throughput results as filed in PubChem.
HSF1 inhib – HSF1 inhibitors in luciferase reporter cells, primary screen, cell-based, NIH3T3, luminescence; activity change, negative = inhibition, % at 7.5 µM (by protocol); NIH3T3-HGL HSE-luciferase, MG132-induced, luminescence 8 h; active compounds read low; hit rate 0.77% among 300,000;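 active = more than half of replicate wells show activity change below -50%, luminescence cut by over half; inconclusive = some wells, but at most half, below -50%; inactive = no replicate well below -50%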;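 also: luciferase reports HSF-1 transcriptional activity via heat shock element; 0% = median of DMSO wells and -100% = zero luminescence signal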
GSK3beta inhib – human GSK3beta kinase inhibitors, primary screen, biochemical, cell-free homogeneous, HTS | Glycogen synthase kinase-3 beta (Homo sapiens), P49841 | GST-GSK3beta kinase, ADP-Glo luminescence, 60 min; active compounds read low | activity score (negative = inhibition), % at 10 µM | hit rate 0.038% among 300,000;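 active = more than half of replicate wells score below -50%, meaning over 50% inhibition versus plate controls; inconclusive = some replicates but at most half score below -50%; inactive = no replicate scores below -50%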;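 also: 0% = median DMSO wells and -100% = median GW8510 positive control wells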
Target sequence (P49841 whole entry, looked up): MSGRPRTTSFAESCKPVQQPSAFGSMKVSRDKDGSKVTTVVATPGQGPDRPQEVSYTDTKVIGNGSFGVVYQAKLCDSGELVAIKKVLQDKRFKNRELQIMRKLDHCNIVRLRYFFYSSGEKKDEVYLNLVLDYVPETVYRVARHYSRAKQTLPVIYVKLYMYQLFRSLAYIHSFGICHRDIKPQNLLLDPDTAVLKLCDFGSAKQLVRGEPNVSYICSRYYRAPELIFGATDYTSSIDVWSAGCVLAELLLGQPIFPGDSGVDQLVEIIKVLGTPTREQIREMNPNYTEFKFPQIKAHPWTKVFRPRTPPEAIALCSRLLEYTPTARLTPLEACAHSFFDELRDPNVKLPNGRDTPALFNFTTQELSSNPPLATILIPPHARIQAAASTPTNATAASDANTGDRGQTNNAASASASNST
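Assay system: GST-tagged human GSK3beta kinase, cell-free; Input: 1.6 ng GSK3beta; Medium: Tris/MgCl2 kinase buffer; Timing: 60 min enzyme reaction, room temperature; Signal: ADP-Glo luminescence quantifying ADP generated by kinase; Evaluation: score relative to plate controls; Benchmarks: DMSO neutral wells and GW8510 at 20 µM as positive.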
HSF1 activator – HSF-1 activators, primary screen, NIH3T3-HGL cells, MG132 stress, luminescence, single point; NIH3T3-HGL HSF-1 luciferase reporter, 8 h; 100% = twice DMSO control signal; activation, % at 9 µM; hit rate 1.7% among 300,000; AID 504408, 2011;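 active = mean replicate activation of at least 50% with a set share of replicates each reaching 50%; inconclusive = only one of those two conditions met; inactive = mean below 50% and too few replicates reaching it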;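 also: 0% = median of the neutral control wells and 100% = twice that signal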
aSyn UTR inh – MLPCN primary screen, SNCA 5' untranslated region; alpha-synuclein 5'UTR reporter, inhibitor activity; inhibition, % (tested at 7.5 µM); hit rate 0.82% among 300,000; AID 1813, 2009; in the data active = inhibition above about 60%; inconclusive = no clear call, values can overlap the other calls;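 also: H4 neuroglioblastoma cells stably carrying SNCA 5'UTR luciferase fusion; 0% = DMSO wells and 100% = positive control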
HSP90 inh – HSP90 inhibitors, primary screen, cell lysate, luminescence | hit rate 0.91% among 290,000 | inhibition, % at 5.6 µM | Rabbit reticulocyte lysate, luciferase refolding luminescence, 3 h | AID 1789, 2009;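 active = inhibition above the screen-wide mean plus 3 SD, computed separately per campaign, cut at about 16% in these data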;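 also: 0% = DMSO wells and 100% = 60 µM geldanamycin wells; inhibitors lower the luminescence because luciferase stays unfolded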
GSK3A inh – blockers of GSK3A enzyme activity – biochemical, luminescence, cell-free homogeneous, HTS, primary screen | GSK-3 alpha kinase, ADP-Glo luminescence, 60 min | inhibition, % at 10 µM | hit rate 0.1% among 320,000;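 in the data active = inhibition above about 50%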;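 also: GST-tagged GSK-3 alpha with peptide substrate and 25 µM ATP; 0% = DMSO neutral wells and 100% = GW8510 positive control wells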
Target sequence (P49840 whole entry, looked up): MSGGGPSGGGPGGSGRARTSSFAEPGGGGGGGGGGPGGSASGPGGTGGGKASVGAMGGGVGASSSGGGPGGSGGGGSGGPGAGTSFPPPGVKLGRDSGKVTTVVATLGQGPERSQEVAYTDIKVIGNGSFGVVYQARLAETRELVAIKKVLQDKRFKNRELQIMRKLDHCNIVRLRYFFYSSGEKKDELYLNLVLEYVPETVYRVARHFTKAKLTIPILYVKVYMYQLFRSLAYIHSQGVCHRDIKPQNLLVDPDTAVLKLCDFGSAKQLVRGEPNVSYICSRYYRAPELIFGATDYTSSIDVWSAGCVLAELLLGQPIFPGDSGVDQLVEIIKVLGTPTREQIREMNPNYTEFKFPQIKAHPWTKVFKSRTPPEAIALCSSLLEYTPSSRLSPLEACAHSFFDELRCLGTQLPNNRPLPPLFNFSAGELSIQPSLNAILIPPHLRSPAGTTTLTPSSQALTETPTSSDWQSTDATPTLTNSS
IEC-6 tox – cytotoxicity in IEC-6 intestinal epithelial cells, primary screen, cytotoxicity control for KLF5 inhibitor project, cell-based, luminescence; inhibition, % at 5 µM; IEC-6 cytotoxicity, luminescence viability; hit rate 0.78% among 290,000; in the data active = inhibition above about 22%;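 also: 0% = plate median of test compound wells and 100% = cytotoxic reference compound wells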
KLF5 inhibitor – KLF5 expression inhibitors, primary screen, DLD-1 cells, luminescence. DLD-1 KLF5 promoter-luciferase reporter. inhibition, % at 5 µM. hit rate 0.23% among 290,000. AID 1700, 2009;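 active = inhibition above a per-plate limit of that plate's mean compound inhibition plus 3 SD, cut at about 60% in these data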;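 also: 0% = DMSO wells and 100% = LY294002 at 200 µM; higher means less KLF5 promoter-driven luciferase light; inactives centre near -14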
AI-2 QS modul – Vibrio harveyi AI-2 quorum sensing modulators, primary screen, JMH597 strain, luminescence/OD600 ratio | activity change, % at 7.5 µM | hit rate 0.4% among 300,000 | Vibrio harveyi JMH597 AI-2 luminescence/OD600 ratio, 9 h; active compounds read low; strain lacks LuxN and CqsS sensors; 0 = neutral-control median; in the data active = activity change below about -75%, passing the limit was not always enough; inconclusive = no clear call, values can overlap the other calls;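 also: luminescence divided by OD600 gain over 9 h not by final OD600 alone; inactives centre near 13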
PolyA inh – polyadenylation inhibitors in yeast reporter cells, primary screen, luminescence, S. cerevisiae; calls only at 12 µM; hit rate 0.02% among 300,000; S. cerevisiae SKY197-pL101 polyadenylation reporter, beta-gal luminescence; efflux-impaired pdr1/pdr3 knockout yeast; score 100 = 6 SD above DMSO;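 active = lowest replicate activity score at least 50, where 100 means six control SD above control mean; inconclusive = lowest score under 50 but half or more replicates reach 50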;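 also: yeast exposed to compound for 9 h at 30 °C; higher score means more reporter readthrough which indicates perturbed polyadenylation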
Numbers without * were called inactive; i = inactive; ? = inconclusive; . = no result given. Only part of the results is shown, so the mix of outcomes need not match the whole.

SMILES	HSF1 inhib	GSK3beta inhib	HSF1 activator	aSyn UTR inh	HSP90 inh	GSK3A inh	IEC-6 tox	KLF5 inhibitor	AI-2 QS modul	PolyA inh
CN(C(=O)c1ccc2nccnc2c1)C1CCCCC1	-4	1	10	-15	1	-4	0	-15	33	i
CC(C)(C)C(=O)Nc1nnc(SCC(=O)NC2CCCC2)s1	-12	-6	-7	17	4	3	5	7	-3	i
Fc1ccc(Oc2ccnc(Cl)n2)c(Cl)c1	-6	3	-8	-31	.	-1	.	.	1	i
Cc1cc(Br)ccc1SCC(=O)OC/C(O)=C(\C#N)c1nc2ccccc2[nH]1	-15	0	-39	5	0	-1	-2	-22	24	i
COc1ccc(OC)c(NC(=O)CNC(=O)Cn2c(C)cc3ccccc3c2=O)c1	0	6	14	16	-4	-16	0	-21	-5	i
O=C(O)CCc1ncc(C(F)(F)F)cc1Cl	0	1	-15	-15	-3	-2	0	-20	-3	i
COc1ccc(NC(=O)COc2ccc(/C=N/NC(=O)c3cccnc3)cc2OC)cc1	.	2	.	-105	1	-3	-1	-37	10	i
CCOC(=O)C1(CCc2ccccc2)CCN(C(=O)CCc2cnn(C)c2)CC1	7	-2	6	-16	-2	0	-3	-14	17	i
O=C(NCc1ccccc1)c1cc2ccc(O)cc2oc1=O	1	2	-6	-51	3	0	-2	-90	4	i
Cc1ccc(S(=O)(=O)Cc2c(C)noc2C)cc1	-11	3	-11	23	-1	0	-5	-24	14	i
O=C(c1ccccc1)N1CCN(c2ncccn2)CC1	0	-8	22	-15	3	1	-1	-39	4	i
CC(C)[C@H](N)c1nnc(SC/C=C/c2ccccc2)o1	44	-2	?	6	-1	-1	4	-8	7	i
CCC(=O)Nc1nc(N)n(-c2ccccc2)n1	-5	-6	-5	-14	10	-1	5	6	10	i
CC(=O)c1cc(F)c(N2CCCC2)cc1C	1	0	-18	-17	3	-3	-5	-29	13	i
Cc1cc(C(=O)Nc2c(F)cc(F)cc2Br)no1	0	-2	-1	-37	-1	0	0	5	17	i
CCOC(=O)c1ccc(NS(=O)(=O)c2c(N)[nH]c(=O)[nH]c2=O)cc1	-3	-4	5	7	.	.	.	.	-1	i
O=C(NCCCN1CCCC1)c1ccc2c(c1)N(Cc1ccccc1)CCS2	-2	-2	-5	-10	-2	1	-9	-10	14	i
CSc1ncc(C(C)=O)c(C)n1	3	3	-2	20	1	-3	-6	-11	18	i
C/C(CC(=O)Nc1ccc([N+](=O)[O-])cc1)=N/NC(=O)C1CC12CCC2 (stereo unspecified)	8	6	35	16	-1	0	-5	-26	16	i
Cc1ccc(NC(=O)Cc2ccc(-n3cccc3)cc2)c(C)c1	-53*	2	-64	8	1	2	-6	4	17	i
Cc1cccc(-n2c(SCC(=O)Nc3nonc3C)nnc2-c2ccoc2C)c1	18	.	1	-2	3	0	0	-19	.	i
Cc1nn(CCc2nc(-c3ccco3)cs2)c2[nH]c(=O)cc(C(F)(F)F)c12	5	-4	9	-13	5	-5	2	-12	15	i
CCCc1ccc(-c2cc(C(=O)Nc3ccc([N+](=O)[O-])cn3)c3ccccc3n2)cc1	4	-4	25	-90	-2	0	4	-45	26	i
Cc1nnc2n(-c3ccccc3)c(=O)c3ccccc3n12	-5	-2	-5	-22	.	-1	.	.	22	i
O=S(=O)(Nc1cccc(-n2cnnn2)c1)c1ccc(Cl)nc1	1	2	11	10	-2	-2	-3	-7	19	i
O=C(CCNS(=O)(=O)c1ccccc1)OCc1nnc(-c2ccccc2)o1	10	-4	9	-33	.	-2	.	.	25	i
O=C(CSc1nnc(NC(=O)c2cccc(Br)c2)s1)NCC1CCCO1 (stereo unspecified)	1	-3	-9	-32	2	-3	1	-24	3	i
CCCNC(=O)N[C@@H](CCSC)C(=O)OC	-1	0	13	-7	2	-1	-2	0	1	i
CCOc1ccc(C(Nc2ccc(C)cc2)P2(=O)OCC(C)(C)CO2)cc1 (stereo unspecified)	-6	0	0	-3	-1	-1	1	16	-1	i
CSc1ccccc1OCc1cc(C(=O)N2C[C@H]3CC[C@H]2C3)no1	17	3	16	-86	3	0	2	-132	13	i
COc1ccc(S(=O)(=O)N2CCOCC2)cc1C(=O)N1CCCCC1	10	2	28	-3	-2	3	-4	-23	24	i
COc1ccc(-c2[nH]ncc2CN(C)Cc2ccccn2)c(OC)c1	-2	-1	2	8	3	-1	-3	-72	1	i
CCCn1c(O)c(N=NC(=O)CNC(=O)c2cccnc2)c2ccccc21	-7	1	1	11	-3	6	-4	-13	22	i
CC(C)C(C)NC(=O)COc1ccc([N+](=O)[O-])cc1Cl (stereo unspecified)	-16	1	-31	-14	-2	.	1	-30	0	i
COc1cc(/C=C2\SC(=S)N(NS(=O)(=O)c3ccccc3)C2=O)cc(OC)c1OC	5	11	1	14	0	-6	1	-3	21	i
O=C(C1=C[C@@H](c2coc3ccccc3c2=O)C[C@@H](OCCCCO)O1)N1CCN(Cc2ccccc2)CC1	0	2	-17	7	11	-5	4	7	5	i
Cc1cccc(NC(=O)CSCC(=O)Nc2ccc(S(=O)(=O)N3CCCC3)cc2)c1	-3	3	-8	22	.	0	.	.	24	i
CCCCN(C(=O)Cc1ccc(S(=O)(=O)N2CCOCC2)s1)c1c(N)n(CCCC)c(=O)[nH]c1=O	-5	0	-9	0	.	-1	.	.	13	i
O=C(NC(=S)N1CCCc2ccccc21)c1ccco1	10	0	-4	-29	2	-2	0	-22	26	i
O=C(O)C(c1ccccc1)N1C(=O)c2cccc3cccc(c23)C1=O (stereo unspecified)	-1	-2	6	-16	-3	-4	2	-27	7	i
Cc1ccc2nc(NC(=O)c3ccc4ncsc4c3)sc2c1	8	0	34	-145	6	1	5	-177	0	i
COc1cccc(/C=C2\SC(=O)NC2=O)c1OCc1ccc(C(=O)O)cc1	1	-3	12	6	23*	25	-2	-17	20	i
COC(=O)c1ccc(N=NNc2ccccc2)cc1	-39	-1	-55	-226	28*	-1	-4	-38	25	i
Cc1ccc(CSc2nnnn2C)cc1	6	3	4	3	2	-3	2	-2	7	i
COc1ccc(NC(=O)c2nc[nH]c2C(=O)Nc2ccccc2C)cc1	-12	1	-13	-29	3	.	5	-7	82	i
O=C(CS(=O)c1ccc(C(F)(F)F)cc1[N+](=O)[O-])Oc1ccccc1 (stereo unspecified)	172	6	238*	17	7	1	16	-18	41	i
COc1ccc(C2=NN(C(=O)c3ccccc3)C(c3ccccc3)C2)c(O)c1 (stereo unspecified)	16	-3	24	10	11	-2	-13	-12	29	i
CCN1CCN(c2cc(C)c3cc(NC(=S)NCCCN4CCc5ccccc5C4)ccc3n2)CC1	0	-6	-4	-41	4	6	4	-15	3	i
CC1CCCC(n2cnc3cc(C(=O)O)ccc32)C1C (stereo unspecified)	-4	2	-12	2	-1	-2	-1	-17	30	i
COC(=O)C1=CN(c2ccc(F)cc2)C=C(C(=O)OC)C1c1ccc([N+](=O)[O-])cc1	1	-3	-8	25	2	-3	4	-22	6	i
Cc1cccc(Cc2cnc(NC(=O)C3=NCCN3)s2)c1	2	1	16	-3	1	-1	-1	-2	12	i
COc1ccc(-n2c3c(cc(C(=O)N4CCN(CCO)CC4)c2=O)C(=O)CC(C)(C)C3)cc1	-7	0	-10	-36	6	0	7	3	30	i
O=S1(=O)Cc2cc3ccccc3cc2C1	0	3	5	19	-5	0	-1	-16	23	i
Cc1c(CCC(=O)NCCCn2ccnc2)c(=O)oc2c(C)c3occ(C(C)(C)C)c3cc12	5	-3	8	-19	-2	3	2	-2	22	i
CN(C)/C=C/C(=O)c1ccc(Oc2ncccn2)cc1	-5	1	-3	15	-1	-1	0	-30	22	i
O=C(C1CCCO1)N1CCN(C(=S)Nc2ccccc2)CC1 (stereo unspecified)	-3	-4	-2	29	1	1	8	-8	11	i
CCC(C)[C@H](NC(=O)[C@@H]1CSC2c3ccccc3C(=O)N21)C(=O)NCc1ccncc1 (stereo partly specified)	2	2	14	-5	-2	-7	0	-30	6	i
N#CCO/N=C(\c1ccccc1)c1ccncc1	0	1	-6	15	-5	0	-4	-10	35	i
CC(=O)c1cccc(NS(=O)(=O)c2ccc(N/C=C\C(=O)c3ccc(C)cc3)cc2)c1	7	0	7	10	4	-4	6	5	39	i
CCN1CCN(C2CCCCC2NS(=O)(=O)c2ccccc2)CC1 (stereo unspecified)	-2	0	-20	-23	1	4	12	-16	25	i

(next part)
SMILES	HSF1 inhib	GSK3beta inhib	HSF1 activator	aSyn UTR inh	HSP90 inh	GSK3A inh	IEC-6 tox	KLF5 inhibitor	AI-2 QS modul	PolyA inh
Clc1ccc(-c2nnc(NCCN3CCCC3)c3ccccc23)cc1	-2	-3	-1	10	-3	1	2	-3	1	i
Fc1cccc(C[n+]2csc3ccccc32)c1	2	4	29	-31	3	-3	-2	-22	16	i
CC(=O)Nc1ccc(S(=O)(=O)N/N=C/c2ccc(C)o2)cc1	1	2	8	3	1	0	-1	-29	9	i
O=C(NCc1ccco1)C1CC(c2cccc([N+](=O)[O-])c2)=NO1 (stereo unspecified)	0	-2	10	20	-4	-7	-6	-7	11	i
CC(=O)Nc1ccc(S(=O)(=O)NCCc2cc3ccc(C)c(C)c3[nH]c2=O)cc1	-1	4	-12	6	-2	2	-3	2	26	i
CCN(CC)S(=O)(=O)c1ccc(OC)c(NC(=O)c2ccc(-n3cncn3)c([N+](=O)[O-])c2)c1	-1	-4	-1	2	.	-4	.	.	10	i
N#CCCn1c(C2CCCCC2)nc2ccccc21	-8	3	-4	24	1	1	-6	-17	3	i
CCC(=O)N1CCc2cc(S(=O)(=O)N3CCN(c4cc(Cl)ccc4C)CC3)ccc21	-3	.	-3	1	0	0	-5	-42	46	i
O=C(NC(=S)Nc1ccccc1O)c1ccc(-c2ccc(Cl)cc2)o1	16	0	23	-22	-2	3	2	-35	-4	i
Cc1c(Cl)c([N+](=O)[O-])nn1Cc1ccc(C(=O)N/N=C\c2ccccn2)o1	.	.	.	.	3	1	4	-6	.	.
COC(=O)CNC(c1ccccc1Cl)c1cc(Br)ccc1NS(=O)(=O)c1ccc(C)cc1 (stereo unspecified)	2	3	-8	30	-5	.	-2	-17	29	i
O=C(c1ccccc1)N1CCCOC1c1ccccc1 (stereo unspecified)	9	-4	-3	5	5	-1	2	-15	-2	i
